H9c2 TAG inh: inhibitors of triacylglycerol accumulation, primary screen, cell-based, uHTS, fluorescence, H9c2 | H9c2 cells, Nile Red lipid (TAG) fluorescence; cells loaded with 200 µM oleic acid | inhibition, % at 12.5 µM | 230,000 tested, 0.66% active;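 active = pattern-corrected inhibition of lipid staining of at least 50% with the nuclear-stain viability signal not falling by more than 50%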;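 also: 0% = DMSO wells and 100% = triacsin C control wells; some results filed as inactive read as strong as hits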
H9c2 TAG inh DAPI viability: also measured in H9c2 TAG inh; calls as there; DAPI nuclei signal change (viability), lower = more cytotoxic, %;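 whole-well DAPI fluorescence read on a plate reader as a viability signal; minus 50 percent equals half of cells still viable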
The depositor's hits bear a star; & = joins results of further samples.

Every second line gives: H9c2 TAG inh, H9c2 TAG inh DAPI viability
CCCCN(C(=O)CN1C(=O)C2CCCCC2C1=O)c1c(N)n(CCC)c(=O)[nH]c1=O (stereo not given)
    -8, -21
CC1CC(C)CN(C(=O)c2ccncc2)C1 (stereo not given)
    -18, -2
CC1CCCC(NC(=O)COC(=O)c2ccc3ncsc3c2)C1C (stereo not given)
    1, -4
O=C(O)c1cccnc1SCc1cn2cc(Cl)ccc2n1
    -3, -2
CCOC(=O)C1(C(=O)OCC)C(C(=O)c2ccccc2)C1c1ccccc1 (stereo not given)
    -13, -3
COc1ccc(N=C/C=C2\C=C(c3ccccc3)OC(C)(C)O2)cc1
    -8, -9
Cc1cc(C(=O)Nc2ccc(F)cc2C)n(-c2ccccc2)n1
    -13, 11
Cc1cc(NS(=O)(=O)c2ccc(NC(=O)c3ccc([N+](=O)[O-])c(Cl)c3)cc2)no1
    7, 0
CCOC(=O)C1=CNS(=O)(=O)NC1c1ccc(C(=O)OC)cc1 (stereo not given)
    1, 5
COc1ccc(N2C(=O)CSC2c2ccc3c(c2)OCO3)c(OC)c1 (stereo not given)
    -19, 5
Cc1[nH]c(=O)[nH]c(=O)c1S(=O)(=O)NCCc1ccc(S(N)(=O)=O)cc1
    -4, -1
COc1ccc(C(C#N)N2N=C(c3ccccc3)CC2c2ccccc2)cc1OC (stereo not given)
    -20, -2
COc1cc(OC)c(/C=N/NC(=O)c2ccncc2)c(OC)c1
    -5, 2
CC(=O)NNC(=O)c1csc(Cc2c(Cl)sc3ccc(Cl)cc23)n1
    -2, 8
CN(Cc1ccc(Cl)cc1Cl)C(=O)Cc1ccc(S(=O)(=O)N2CCOCC2)s1
    -13, 0
Cc1cc(C)cc(OCC(=O)OCC(=O)NCc2ccco2)c1
    -5, 1
COc1ccc(CN2CC(C(=O)NCc3ccccn3)CC2=O)cc1 (stereo not given)
    -2, 3
CCOC(=O)c1cc2[nH]c3ccccc3c2[n+](-c2ccc([N+](=O)[O-])cc2)c1N
    -2, 1
CC(C)c1nnc(SCC(=O)Nc2ccc3c(c2)OCO3)n1C
    6, 1
O=C(Cn1cnc2ccccc2c1=O)c1ccc2ccccc2c1
    -7, 7

Shown with each value named: part of the list above
> CC1CC(C)CN(C(=O)c2ccncc2)C1 (stereo not given)
  H9c2 TAG inh = -18
  H9c2 TAG inh DAPI viability = -2
> CC1CCCC(NC(=O)COC(=O)c2ccc3ncsc3c2)C1C (stereo not given)
  H9c2 TAG inh = 1
  H9c2 TAG inh DAPI viability = -4
> O=C(O)c1cccnc1SCc1cn2cc(Cl)ccc2n1
  H9c2 TAG inh = -3
  H9c2 TAG inh DAPI viability = -2
> CCOC(=O)C1(C(=O)OCC)C(C(=O)c2ccccc2)C1c1ccccc1 (stereo not given)
  H9c2 TAG inh = -13
  H9c2 TAG inh DAPI viability = -3

(continued)
Every second line gives: H9c2 TAG inh, H9c2 TAG inh DAPI viability
Cc1ccc(NC(=O)c2ccc(C(=O)c3ccccc3)cc2)nc1
    -4, 4
COc1ccc(/C=C/C(=O)Nc2ccc(-n3nncc3-c3ccccc3)cc2)cc1OC
    6, 6
NC(=O)COC(=O)c1cccc(S(=O)(=O)N2CCCCC2)c1
    -9, 16
C/C(N)=C(/C#N)C(=O)COC(=O)C1CCC(C(C)(C)C)CC1 (stereo not given)
    -12, -8
CSc1nnc(NC(=O)c2ccc(C)c(S(=O)(=O)N3CCOCC3)c2)s1
    8, -2
Cn1cc(C(=O)C(=O)N2CCOCC2)c2ccccc21
    -12, -4
O=C(CN1CCCCCCC1)Nc1cccc(Cl)c1Cl
    -6, 10
CC(C)NC(=O)C1Cc2c(-c3ccc(Cl)cc3)ccnc2O1 (stereo not given)
    10, -5
CCOCCn1c(=NC(=O)CSCC(=O)Nc2cc(C)on2)sc2cc(OC)ccc21
    19, -1
O=C(CSc1nnc(-c2ccccc2)c(-c2ccccc2)n1)NC1CCS(=O)(=O)C1 (stereo not given)
    -12, -9
Cc1cccc(Cn2cnc3c(NS(C)(=O)=O)c(C)c(C)cc32)c1
    -97, -4
Cc1ccc(C)c(NC(=O)COC(=O)c2ccc[n+]([O-])c2)c1
    -15, -3
CC(C)(C)OC(=O)N1CCC(C(=O)Nc2cccc(C(=O)N3CCOCC3)c2)CC1
    -12, 7
COc1cccc(-n2c(SCC(=O)NC(C)(C)C)nnc2-c2ccoc2C)c1
    7, -11
CCOc1ccc(NC(=O)CN(C)C(=O)c2ccc(N3CCCCC3)c([N+](=O)[O-])c2)cc1OCC
    16, 0
CNC(=O)C[C@@H]1C(=O)N(c2ccc(Br)cc2)CC1(C)C
    -4, 3
CCCCOc1cc(C)nc(NCc2ccccc2)n1
    -20, 7
COC(=O)C1=C(C(=O)OC)[C@@H]2N(Cc3ccccc3)c3ccccc3[C@@]23C[C@@H](C(=O)OC)N(C(=O)CC(C)C)C3=N1
    20, -22
COc1ccccc1C(=O)NCC(=O)NC(C)CCc1ccccc1 (stereo not given)
    2, -2
CC(=O)c1ccc(OCC(=O)OCC(=O)c2ccc(S(=O)(=O)N3CCCCC3)cc2)cc1
    -8, 24
O=C(Nc1cccnc1)C1OCCc2ccccc21 (stereo not given)
    2, 1
COC(=O)C1=C(C)N(Cc2ccccc2)C(=NCCCCO)N[C@H]1c1cccc(C(F)(F)F)c1
    25, -9
O=C(OCc1ccccc1)N1CCOCCN(C(=O)OCc2ccccc2)CCOCC1
    -12, -3
COc1cc(CNc2nnnn2C)ccc1OCc1ccc(F)cc1Cl
    1, -5
COCCN(C(=O)CCC(=O)Nc1nccs1)C(C(=O)NC(C)(C)C)c1ccc(Cl)cc1 (stereo not given)
    7, 5
CCCCCn1c(SCC(=O)c2ccccc2)nc2cc(C(=O)NCC3CCCO3)ccc2c1=O (stereo not given)
    14, -5
CN(C)C(CNC(=O)c1cccc(S(=O)(=O)Nc2ccccc2Cl)c1)c1ccccc1 (stereo not given)
    1, 41
CC(NCc1cc(Br)ccc1OCC(=O)NCc1ccccc1)c1ccccc1 (stereo not given)
    12, 66
CCOc1cc(/C=C(\CC(=O)O)c2nc3ccccc3s2)ccc1OCC(=O)Nc1cccc(C(F)(F)F)c1
    6, 4
Cc1cc(C)c(S(=O)(=O)Nc2ccc(O)cc2)c(C)c1
    -1, 0
Cc1ccc(C)c(S(=O)(=O)Nc2ccc(C(=O)NCCCN3CCCC3=O)cc2)c1
    0, 7
NC(=O)c1ncn([C@@H]2O[C@H](CNCc3c(OCc4ccccc4F)ccc4ccccc34)[C@@H](O)[C@H]2O)n1
    10, 1
N#C/C(=C\c1c(F)cccc1Cl)C(=O)NC1CC1
    -15, -5
Cc1ccccc1C(=O)N1CCN(c2ccc([N+](=O)[O-])c(N3CCOCC3)c2)CC1
    -2, -3
O=C(CN(Cc1ccc(F)cc1)C(=O)c1ccco1)NCc1ccc(F)cc1
    -7, 6
COc1ccc(N2CCCn3c2nc2c3c(=O)n(Cc3ccc(C)cc3)c(=O)n2C)c(OC)c1
    -1, 7
CCCc1cc(=O)[nH]c(SCC(=O)NC2(C#N)CCCCC2)n1
    -5, 1
Cc1ccc(NC(=O)C(=S)NCc2ccco2)cc1
    6, 0
CCN(Cc1cnn(C)c1)Cc1nc(C2(c3ccc(C)cc3)CCCC2)no1
    -10, 1
CC(=O)Nc1cccc(Oc2nc(NCC3CC3)nc3ccsc23)c1
    8, 5

Going on with the list:
Compound	H9c2 TAG inh	H9c2 TAG inh DAPI viability
CC(C)(C)c1cc(NC(=O)COc2ccc(Br)cc2)n(-c2ccccc2)n1	18	-1
COc1ccc(-c2cc3nc(-c4ccccc4)cc(N4CCN(C(C)=O)CC4)n3n2)cc1	31	55
CCCCOC(=O)C1=C(C)NC(=O)NC1c1ccc(N(C)C)cc1 (stereo not given)	23	-5
O=C(CN1CCCCCC1)N/N=C/c1ccc(Cl)c(Cl)c1	1	17
O=C(Nc1nnc(C2=COCCO2)o1)c1ccc(Br)cc1	4	6
O=C(O)c1ccc(C(=O)c2cc([N+](=O)[O-])cc([N+](=O)[O-])c2)cc1	-3	5
O=C1c2ccccc2C(=O)C1c1ccc2ccccc2n1	17	-4
O=C(COC(=O)c1ccc(Br)o1)Nc1ccc(F)cc1[N+](=O)[O-]	3	-1
CS(=O)(=O)N1CCC(Oc2ccccc2C(=O)NC(C2CC2)C2CC2)CC1	-4	1
O=C(Cc1ccc(NC(=O)C2CCN(C(=O)C3CCCCC3)CC2)cc1)Nc1cccc(C(=O)N2CCCCC2)c1	-5	2
CCCn1nnnc1NCc1ccccc1F	5	1
N#CCCN(C(=S)Nc1ccc(Cl)c(Cl)c1)C1CCCCC1	2	7
CCC(c1nnnn1Cc1ccc(F)cc1)N1CCN(C2CCCCC2)CC1 (stereo not given)	16	-1
Cc1ccc(S(=O)(=O)N2CCN(C(=O)COC(=O)CSc3ccc(C)c(C)c3)CC2)c(C)c1	-12	0
S=C1NC[C@H](Cc2ccccc2)N1CCc1cccc2ccccc12	-15	9
Cc1n[nH]c(=S)n1Cc1ccccc1	5	1
COc1cc(OC)cc(-c2c(C#Cc3ccsc3)c3cc(-c4ccc(OC)nc4)ccc3n2C)c1	2	3
O=C(Nc1ccc(Cl)cc1)Nc1nc(-c2ccccc2O)cs1	10	8
Cc1ccc(-c2nc(C#N)c(NCc3ccco3)o2)cc1	13	4
CCCC(=O)N1CCC1(C)C(=O)NS(=O)(=O)c1ccc(F)cc1F (stereo not given)	5	2

An excerpt from above in order of count of non-hydrogen atoms, descending.
Compound	H9c2 TAG inh	H9c2 TAG inh DAPI viability
S=C1NC[C@H](Cc2ccccc2)N1CCc1cccc2ccccc12	-15	9
O=C(Nc1ccc(Cl)cc1)Nc1nc(-c2ccccc2O)cs1	10	8
CCCn1nnnc1NCc1ccccc1F	5	1

Continued:
Compound	H9c2 TAG inh	H9c2 TAG inh DAPI viability
O=C(CN1CCN(c2ccc(O)cc2)CC1)Nc1cc(S(=O)(=O)N2CCOCC2)ccc1Cl	2	-1
COc1ccc(CCNC(=O)COC(=O)c2ccco2)cc1OC	13	-9
O=C(COc1c(F)c(F)cc(F)c1F)NC(=O)NC1CCCC1	16	-5
O=C(CN1CCCc2ccccc21)NCCc1ccc(F)cc1	-16	4
COc1ccccc1N=c1scc(-c2ccc3c(c2)NC(=O)CO3)n1CC1CCCO1 (stereo not given)	4	-8
O=C(CSc1nc2[nH]c(=O)cc(O)c2s1)Nc1ccc(Br)cc1	-15	1
COc1ccc(N(CC(=O)Nc2cc(C)ccc2C)S(=O)(=O)c2ccccc2[N+](=O)[O-])c(OC)c1	5	-8
COc1ccc(CCNC(=O)c2cc(CC(C)C)on2)cc1OC	5	-6
COc1ccc(-c2csc3nc(C)nc(N4CCC(C)CC4)c23)cc1OC	-5	1
CC(C)Cn1c(-c2ccc(F)cc2)n[nH]c1=S	-3	4
C/C(=N\NC(=O)CN(c1ccc(C)cc1)S(C)(=O)=O)c1cccs1	-2	9
O=C(CCc1nc2ccccc2c(=O)[nH]1)N1CCN(c2ccc(F)cc2)CC1	23	-13
CCCc1nnc(NC(=O)CCC(=O)NCc2ccc(OC)cc2)s1	5	3
Cc1ccc(CNC(=O)CN2NS(=O)(=O)c3ccccc3C2=O)cc1	4	2
COc1ccc(Br)cc1CN1CCCC(C(=O)N2CCCCCC2)C1 (stereo not given)	-5	-1
COc1cc(NC(=O)C2(C)CCN2C(=O)C(C)C)cc(OC)c1OC (stereo not given)	8	1
Cc1cnc(NC(=O)c2ccncc2)s1	2	-4
O=C1CCCc2c1cc(C(=O)NCc1ccco1)c(=O)n2-c1ccccc1	10	-15
O=C(CN1C(=O)NC2(CCCCC2)C1=O)N1CCOCC1	-11	8
c1nc(NCCN2CCOCC2)c2c3c(sc2n1)CCCCC3	-2	-1
Nc1cccc(CP(=O)(c2ccccc2)c2ccccc2)c1	-11	-5
O=C(NCc1cccnc1)C1CCN(c2ccc(S(=O)(=O)N3CCOCC3)cc2Cl)CC1	-40	12
C/C(CC(=O)Nc1ccc(Cl)cc1C(F)(F)F)=N\NC(N)=S	-17	1
CN(C)S(=O)(=O)c1cc(C(=O)Nc2ccn(C)n2)c(Cl)cc1Cl	-6	-1
CCOc1ccc(-c2noc(COC)n2)cc1OC	-5	-8
CN(C)C1=NCC(CSC(=N)N)S1 (stereo not given)	9	-5
COc1ccc(NC(=O)c2ccc(CNc3c(NC4CCCCC4)c(=O)c3=O)cc2)cc1OC	9&3	-2&-1
O=C(Nc1nnc(C2=COCCO2)o1)c1cccc([N+](=O)[O-])c1	3	3
CCn1c(SCC(=O)Nc2ccc(C(C)=O)cc2)nc2ccccc21	-43	6
Cc1c(C(=O)OCC(=O)NCCc2ccc(S(N)(=O)=O)cc2)oc2ccccc12	1	-4
O=C1NN(c2ccccc2)C(=O)/C1=C\c1coc2ccc(O)cc2c1=O	12	0
CCOc1cc(/C=N/NC(=O)c2ccccc2OCc2ccc(F)cc2)ccc1O	-9	6
N#C/C(=N\Nc1ccc([N+](=O)[O-])cc1)C(=N)N1CCOCC1	11	-4
O=C(CNC(=O)c1ccccc1F)NCCCN1CCCC1=O	-2	5
Cc1c(C(=O)Nc2ccccc2)c2ccc(C(F)(F)F)cc2n1O	2	-11
Fc1ccc(-c2csc(-c3ccc(C4SCCS4)cc3)n2)cc1F	-28	14
CC(C)C(=O)Nc1cc(S(=O)(=O)N2CCOCC2)ccc1N1CCCCC1	2	3
COc1ccc2cc(C(N)=O)c(=Nc3ccc(C)cc3)oc2c1	4	5
O=C(Nc1ccccc1)NC1(C(=O)N2CCN(C(=O)c3ccco3)CC2)CCCCC1	2	4
O=C1NC(=Nc2ccccc2)/C(=C/c2ccco2)S1	7	5
COc1ccccc1NC(=O)c1oc2ccccc2c1C	3	9
O=S(=O)(c1ccc(Cl)nc1)N1CCN(Cc2ccc3c(c2)OCO3)CC1	-7	10

Assay outcomes: PubChem BioAssay, Sanford-Burnham Center for Chemical Genomics

A portion of the library (hit frequency here may not be typical).
